Mm-Cpn inhibitor: Inhibitors of TCP-1 ring complex (TRiC) of Methanococcus maripaludis (MmCpn): qHTS; Potency, µM (highest dose often 76.9 µM), inactives show at the highest dose activity, negative = inhibition, hits mostly inhibitors; 330,000 tested, 0.031% active; Chaperonin Mm-Cpn (Methanococcus maripaludis); AID 504842, 2011; purified Mm-Cpn ATPase, ADP Transcreener TR-FRET; also: potency is read from the fitted curve at half-maximal effect; % is scaled to controls: 0 for no effect and ±100 for the full control effect; nearly all actives have a fitted effect of over 80% in size
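ATP (10 uM final) was added to archaeal chaperonin (25 nM final) after 10 min exposure to test compound at 37°C; after 30 min further incubation, ADP was detected by competitive TR-FRET.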
A549 viability: Nrf2 qHTS screen for inhibitors: counterscreen for cytotoxicity | A549 ARE-Fluc cells, CellTiter-Fluor viability, 18-24 h | Potency, µM (highest dose often 46 µM), for inactives: at the highest dose activity change, negative = cytotoxicity, actives largely listed as inhibitors | 390,000 tested, 0.16% active | AID 504648, 2011; also: potency is read from the fitted curve at half-maximal effect; % is scaled to controls: 0 for no effect and ±100 for the full control effect
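Cytotoxicity counterscreen: CellTiter-Fluor fluorescence was measured in A549 ARE_Fluc cells after 18-24 h of compound exposure in a concentration series. The subsequent BugLite luminescent read reports ARE-luciferase activity.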
Akt phos inh: HTS Assay for Inhibitors of Akt Phophorylation: Primary Screen. Neuro2A IGF-stimulated pAkt S473 HTRF, 20 min; active compounds read low. activity change, % for hits at 50 µM. 360,000 tested, 0.32% active. AID 651550, 2012; in the data active = activity change below about -80%; inconclusive = mostly about -51% to -80%; also: % is scaled to controls: 0 for no effect and ±100 for the full control effect
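Single-point screen (50 µM final compound) in Neuro2A cells stimulated 20 min with 6 nM IGF at 37 deg C. After lysis, Ser473-phosphorylated Akt read by HTRF (ex 330 nm, em 615/665 nm) as the 665/615 ratio.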
HepG2 tox: qHTS for Inhibitors of TGF-b: Cytotox Counterscreen | HepG2 CAGA-GFP viability, ATP luminescence, 18 h | Potency, µM (series often up to 46.1 µM), without a hit: at the highest dose activity change, negative = cytotoxicity, hits mostly cytotoxic | 410,000 tested, 0.76% active; also: potency is read from the fitted curve at half-maximal effect; some results filed as inactive show a strong effect at the top dose
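HepG2 CAGA-GFP cells (1000/well, DMEM with 1% FBS) received compound, then TGF-beta at 500 pg/mL final, and were incubated 18 hours at 37 degrees C. Viability was read by CellTiter-Glo luminescence. Media-only wells were set as complete cell-killing and DMSO as no toxicity.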
Nrf2 activator: qHTS of Nrf2 Activators; AREc32 ARE-luciferase reporter (MCF7-derived line), luminescence, 24 h; Potency, µM (top dose mostly 46.1 µM), for inactives: top-dose activation, actives largely listed as activators; 410,000 tested, 0.31% active; AID 624171, 2012; also: potency is read from the fitted curve at half-maximal effect; % of control where 0% means no effect; nearly all actives have a fitted effect of over 65% in size
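Quantitative high-throughput format: AREc32 reporter cells, 1000 per well, received compound by pin transfer and were incubated 24 hr at 37 deg C, 5% CO2, before Steady-Glo luminescence detection.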
CCT modulator: High-Throughput Screening for Modulators of Cytosolic Chaperonin Activity; activity change, % (concentration not given with the values), hits read low; purified chaperonin ATPase assay, HTRF ADP detection, 30 min; 360,000 tested, 0.3% active; in the data active = activity change below about -30%; also: % is scaled to controls: 0 for no effect and ±100 for the full control effect
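First, chaperonin was dispensed at 40 nM or 20 nM final depending on batch activity. Next, compounds were pinned at 76 uM and ATP added at 10 uM. After 30 min at 37 °C, ADP detection reagents ran 30 min at ambient temperature.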
TGFb inhibitor: qHTS for Inhibitors of TGF-b; 410,000 tested, 1.2% active; Potency, µM (doses to about 46.1 µM), without a hit: at the top dose activity, negative = inhibition, hits mostly inhibitors; HepG2 CAGA-GFP TGF-b/SMAD3 reporter, GFP fluorescence, 18 h; TGF-beta stimulated, 500 pg/mL final; also: potency is read from the fitted curve at half-maximal effect; % is scaled to controls: 0 for no effect and ±100 for the full control effect; nearly all actives have a fitted effect of over 65% in size
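GFP signal (ex488/em500-530) from TGF-beta-stimulated HEPG2 CAGA-GFP cells, 500 pg/mL final, 18 h at 37 degrees C in DMEM plus 1% FBS, normalized to unstimulated and DMSO-stimulated controls.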
Nrf2 block: Nrf2 qHTS screen for inhibitors. A549 ARE-Fluc reporter, luciferase luminescence, 18-24 h. Potency, µM (titrated, usually from 46 µM), for inactives: top-dose activity change, negative = inhibition, usual class: inhibitors. 360,000 tested, 2.1% active; also: potency is read from the fitted curve at half-maximal effect; % is scaled to controls: 0 for no effect and ±100 for the full control effect; nearly all actives have a fitted effect of over 60% in size
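Cells were seeded and rested 2 h, then exposed to compounds for 18-24 h. CellTiter-Fluor was read first as a viability measure. BugLite was added 15 min before the final luminescent read of ARE-luciferase activity in A549 cells.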
Abeta rescue: qHTS for compounds that reverse cellular toxicity of Amyloid beta (A-beta) peptide in yeast: Primary Screen; yeast expressing A-beta42, growth rescue, OD600, 48 h; response scale: 0% DMSO, 100% iron-clioquinol control; Potency, µM (series often up to 46.1 µM), inactives show at the top dose growth rescue, hits mostly activators; 410,000 tested, 0.063% active; AID 1347071, 2019; also: potency is read from the fitted curve at half-maximal effect; nearly all actives have a fitted effect of over 55% in size
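Yeast A-beta toxicity model in growth medium with pinned compounds, 48 h at 30 C; growth read as absorbance at 600 nm. Normalized to FeCl3/clioquinol equimolar mix (positive) and DMSO (negative).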
Active calls of the source: *; i = inactive; ? = inconclusive; / = not tested or not shown; [ ] = another dose, or the depositor's remark. Unless noted, calls follow the shape of the dose curve; as a rule, active = well fitted curve in the direction sought with a large enough effect; inconclusive = small, poorly fitted or top-dose-only effect, or another doubt; inactive = no such curve, though single readings can be large; an effect the other way counts as inactive or inconclusive.

SMILES	Mm-Cpn inhibitor	A549 viability	Akt phos inh	HepG2 tox	Nrf2 activator	CCT modulator	TGFb inhibitor	Nrf2 block	Abeta rescue
CC(C)CC1C(=O)N(Cc2cn(Cc3ccco3)nn2)CCS(=O)(=O)N1Cc1ccc(-c2ccc(F)nc2)cc1 (stereo unspecified)	/	/	i	-27%	0.6%	0.0	?	/	-9%
COC(=O)c1cnc(NNC(=O)c2ccc([N+](=O)[O-])cc2)nc1C(F)(F)F	1%	2%	i	5%	0.0%	-2.5	3%	-5%	-7%
CC1(C)Cc2c(c(N3CCOCC3)nc3sc4c(NCCN)ncnc4c23)CO1	/	?	i	-11%	-0.9%	2.3	-11%	-6%	2%
CCOc1ccc(NC(=O)CCN2C(=O)CSc3ccccc32)cc1	0%	-1%	i	14%	-0.8%	1.1	10%	8%	2%
Cc1cc(N2CCN(S(=O)(=O)c3ccc4ccccc4c3)CC2)n2ncnc2n1	-2%	-5%	i	17%	0.6%	-1.0	-13%	-34%	0%
Cc1nc2nc(-c3ccccc3)cc(=O)n2[nH]1	-1%	-11%	i	-7%	0.1%	0.2	2%	-14%	-18%
N=c1c2c3c(sc2ncn1Cc1ccccc1)CCCC3	1%	22%	i	-33%	-0.4%[9.22 µM]	0.8	?	5%	3%
CCOC(=O)c1oc2nc(C(C)C)c3c(c2c1N)CCC3	-7%	3%	i	-24%	1.8%	0.1	0%	0%	-1%
COc1ccc(S(=O)(=O)N2CCC(C(=O)N[C@@H](C)C(=O)N3CCCCCC3)CC2)cc1	4%	-1%	i	1%	-0.5%	1.3	5%	2%	-5%
Cc1ccccc1Nc1cc(C(=O)NCc2ccco2)c2ccccc2n1	3%	-1%	i	-6%	2.5%	-0.3	0%	7%	2%
Cc1ccc(C)c(-n2c(SCC(=O)NC(C(=O)O)C(C)C)nnc2-c2cccc(Cl)c2)c1 (stereo unspecified)	0%	0%	i	0%	0.2%	-1.7	5%	8%	-5%
O=C(Nc1cccc(F)c1)c1cccnc1NCCc1ccccc1	-1%	-21%	i	3%	2.6%	-1.1	?	23µM*	-82%[inhibitor]
C/C(=C\C(=O)Nc1nccs1)c1ccccc1	/	-5%	i	0%	18%	-2.4	2%	?	5%
C1=C(c2ccccc2)Nc2ccccc2N=C1c1ccccc1	1%	1%	i	-1%	5.8%	2.5	-7%	-9%	24%
Cc1ccccc1CN(C)CC(=O)Nc1c(C)cccc1C(C)C	0%	4%	i	-34%	3.9%	-1.3	-29%	?	8%
O=C(Nc1nnc(S(=O)(=O)N2CCCC2)s1)c1cccc([N+](=O)[O-])c1	-6%	-3%	i	1%	0.0%	-0.2	-19%	2%	5%
S=C(Nc1ccc(Cl)cc1)Nc1cccc2cnccc12	1%	-7%	i	34%	19%	0.5	-1%	?	-22%
CCCCNS(=O)(=O)c1ccc2nc(-c3cccnc3)cc(C(=O)NCC(OC)OC)c2c1	0%	-2%	i	-6%	-0.3%	0.6	3%	10%	-5%
N#Cc1ccc(Sc2ccccn2)c([N+](=O)[O-])c1	0%	0%	i	2%	10%	-0.1	-2%	4%	-8%
O=C(CCn1c(=O)c2cccn2c2cccnc21)NCc1ccc(Cl)cc1	/	8%	/	-3%	9.7%	/	-29%	-13%	-9%
CCCC1NC(=O)c2cc3ccccc3cc2-n2c1nc1ccc(C)cc1c2=O (stereo unspecified)	/	/	i	-2%	0.2%	0.8	1%	/	-8%
CCS(=O)(=O)N1CCN=C1SCc1ccc(F)cc1	0%	-3%	i	0%	0.1%	0.2	28%	2%	2%
Cc1cccc(NC(=O)c2c(C)cc(=O)oc2C)n1	-9%	-1%	i	-50%	0.1%	-3.0	-2%	5%	7%
CCOc1ccc(N(C(=O)CNS(=O)(=O)c2ccccc2)C(CC)C(=O)NCc2ccco2)cc1 (stereo unspecified)	4%	1%	i	-31%	1.7%	-26	21%	-3%	-7%
CCOC(=O)N1CCC(Nc2c(NCCCN3CCN(c4ccc(OC)cc4)CC3)c(=O)c2=O)CC1	0%	5%	i	-5%	-0.5%	-2.8	3%	16%	-8%

Later entries
SMILES	Mm-Cpn inhibitor	A549 viability	Akt phos inh	HepG2 tox	Nrf2 activator	CCT modulator	TGFb inhibitor	Nrf2 block	Abeta rescue
O=C1Nc2ccccc2C12OC1CCCCC1O2 (stereo unspecified)	0%	1%	i	-1%	-0.9%	1.2	-5%	-5%	23%
Cc1cccc2nc(-c3cccc(NS(=O)(=O)c4ccccc4)c3)cn12	/	4%	/	-9%	5.5%	/	-3%	?	-12%
Cc1cc(=O)oc2c(CN3CCN(CCO)CC3)c(O)ccc12	-8%	13%	i	-1%	1.9%	0.5	2%	1%	7%
O=C(COc1ccc2c(c1)CCC2)NCc1ccc(Cl)cc1	1%	0%	i	-26%	-0.3%	-0.2	-6%	3%	0%
CCCCn1c(N)c(N(CC(C)C)C(=O)c2ccco2)c(=O)[nH]c1=O	0%	-7%	i	-11%	-0.7%	1.6	0%	1%	4%
Cc1cccc2cc(C#N)c(SCCN3CCCCC3)nc12	/	-2%	i	-21%	?	-0.6	?	-7%	3%
CCc1nc2c(OCc3ccc(Cl)cc3)cccn2c1N(C)C(=O)c1ccc2c(c1)OCO2	/	/	i	-29%	4.9%	1.7	5%	/	9%
Cc1cccc(Cc2nnc(CCC(=O)N(C)CCc3ccccc3)o2)c1	-6%	-3%	i	-1%	-0.1%	-1.7	20%	?	1%
Cc1c(C(c2ccccc2Br)c2c(C)n(C)n(-c3ccccc3)c2=O)c(=O)n(-c2ccccc2)n1C	-2%	-11%	i	-1%	0.3%	-2.0	-10%	3%	13%
Cc1cc(-c2ccc(C)c(S(=O)(=O)NCCN3CCC(C)CC3)c2)on1	0%	8%	i	-9%	-0.2%	1.1	-15%	10%	-3%
OCC[C@@H]1C[C@H](O)[C@@H](O)[C@]2(CCCCO2)O1	/	4%	i	0%	-0.7%	-0.8	3%	0%	3%
CN(C)CCNC(=O)/C=C/c1cn(-c2ccccc2)nc1-c1cc2ccccc2oc1=O	0%	-5%	i	-7%	-0.3%	-0.8	-14%	-4%	5%
Cc1nc2nc(NC(=O)c3ccccc3F)[nH]n2c(=O)c1Cl	/	2%	/	0%	-1.3%	/	1%	-5%	-16%
CSCC[C@H](NC(=O)CCNC(C)=O)c1nc2ccccc2[nH]1	0%	4%	i	-2%	-0.1%	-0.6	6%	/	9%
Fc1ccc(C2C3=C(Nc4ncnn42)c2ccccc2OC3c2ccncc2)cc1 (stereo unspecified)	0%	-14%	i	-9%	0.2%	-1.6	?	?	15%
CC(NC(=O)C1C2C=CC(C2)C1C(=O)O)c1ccccc1 (stereo unspecified)	1%	-3%	i	4%	-0.1%	-0.6	-6%	5%	1%
COC(=O)[C@H](CC(C)C)NC(=O)NC1CCCCC1C (stereo partly specified)	1%	0%	i	-25%	-0.2%	-2.8	3%	4%	-2%
COc1ccc(OC)c(NC(=O)CSc2ccc(-c3ccco3)nn2)c1	-3%	-13%	i	-16%	?	-2.7	-2%	?	-6%
N#C/C(=C\Nc1ccc(Cl)cn1)S(=O)(=O)c1ccccc1	0%	0%	i	4%	-0.1%	-0.3	-19%	-6%	0%
COc1cccc(C(=O)CC(=O)C(=O)Nc2cccc([N+](=O)[O-])c2C)c1	0%	1%	i	-41%	0.5%	1.0	-4%	4%	24%
O=C(COC(=O)Cn1cnc2ccccc21)Nc1ccc2c(c1)C(=O)c1ccccc1C2=O	-2%	5%	i	-28%	3.3%	-10	-28%	?	-14%
CN(CC(=O)Nc1ccc(OC(F)(F)F)cc1)C(=O)/C=C/c1cc2c(cc1[N+](=O)[O-])OCO2	1%	-6%	i	-23%	3.2%	-0.8	-27%	?	-21%
Cc1ccc(C)c(N2CN(CCC3=CCCCC3)CNC2=S)c1	-5%	1%	i	-39%	-0.1%	-2.6	?	-6%	38%
Cc1ccc(C(=O)OC2=C(C(=O)c3ccccc3)N(C)S(=O)(=O)c3ccccc32)cc1	/	-20%	/	-43%	-4.6%	/	?	?	15%

Whole records from above.
CC(NC(=O)C1C2C=CC(C2)C1C(=O)O)c1ccccc1 (stereo unspecified) in the list: Mm-Cpn inhibitor = 1%; A549 viability = -3%; Akt phos inh = i; HepG2 tox = 4%; Nrf2 activator = -0.1%; CCT modulator = -0.6; TGFb inhibitor = -6%; Nrf2 block = 5%; Abeta rescue = 1%
Cc1ccc(C(=O)OC2=C(C(=O)c3ccccc3)N(C)S(=O)(=O)c3ccccc32)cc1 in the list: Mm-Cpn inhibitor = /; A549 viability = -20%; Akt phos inh = /; HepG2 tox = -43%; Nrf2 activator = -4.6%; CCT modulator = /; TGFb inhibitor = ?; Nrf2 block = ?; Abeta rescue = 15%

3 entries picked at random from those above, as already listed:
SMILES	Mm-Cpn inhibitor	A549 viability	Akt phos inh	HepG2 tox	Nrf2 activator	CCT modulator	TGFb inhibitor	Nrf2 block	Abeta rescue
COC(=O)[C@H](CC(C)C)NC(=O)NC1CCCCC1C (stereo partly specified)	1%	0%	i	-25%	-0.2%	-2.8	3%	4%	-2%
Cc1nc2nc(NC(=O)c3ccccc3F)[nH]n2c(=O)c1Cl	/	2%	/	0%	-1.3%	/	1%	-5%	-16%
OCC[C@@H]1C[C@H](O)[C@@H](O)[C@]2(CCCCO2)O1	/	4%	i	0%	-0.7%	-0.8	3%	0%	3%

Source: PubChem BioAssay
